Scp1 inh: inhibitors of human Scp-1 phosphatase; inhibition, % at 20 µM; Recombinant Scp1, phosphopeptide, malachite green phosphate absorbance; AID 493091; Q9GZU7; hit rate 0.88% among 340,000;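 active means inhibition above about 50% at 20 µM, limit read from the data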;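 further: plate controls were DMSO wells with enzyme for no effect and wells lacking enzyme for full effect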
Target sequence (Q9GZU7 76-261 limits assumed): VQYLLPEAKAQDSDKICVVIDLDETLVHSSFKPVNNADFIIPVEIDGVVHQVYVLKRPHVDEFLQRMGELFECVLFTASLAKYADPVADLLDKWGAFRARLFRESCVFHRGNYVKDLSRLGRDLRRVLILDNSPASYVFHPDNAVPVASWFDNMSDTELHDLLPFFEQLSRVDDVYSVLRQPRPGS
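System: SCP-1 catalytic domain; Reagent: Phospho 17-mer peptide substrate; Doses: one concentration, 20 µM, with 1.0% DMSO; Incubation: 45 min room-temperature reaction, 5 min colour, 30 min stabiliser; Signal: Phosphate-binding colour reagent, absorbance read at 630 nm.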
MsrA inh: inhibitors of bovine MsrA; purified bovine MsrA, absorbance read-out; inhibition, % at 15.5 µM; hit rate 0.75% among 360,000; AID 651718; in the data active means inhibition above about 4.5%;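 further: 0% = vehicle wells with enzyme and 100% = reference inhibitor wells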
LMPTP inh: LMPTP (human) inhibition. recombinant LMPTP-A, OMFP fluorogenic substrate, fluorescence intensity. inhibition, % at 20 µM. hit rate 0.22% among 360,000. P24666;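 active means compounds that cut the enzyme signal by at least half of the control window in the single-dose screen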;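 further: plate controls were DMSO wells with enzyme plus substrate for no effect and substrate without enzyme for full effect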
Target sequence (P24666 whole entry, looked up): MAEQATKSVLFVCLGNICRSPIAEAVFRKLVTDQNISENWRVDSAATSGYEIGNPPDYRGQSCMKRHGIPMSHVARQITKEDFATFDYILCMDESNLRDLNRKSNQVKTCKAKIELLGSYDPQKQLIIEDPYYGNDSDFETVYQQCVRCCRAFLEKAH
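Test system – LMPTP-A phosphatase enzyme · Quantity – 0.625 nM LMPTP-A final · Reagent – OMFP substrate, 400 µM final · Dosing – one test concentration per compound, 20 µM, with 3% DMSO overall · Timing – 50 min enzyme reaction at room temperature, protected from light · Detection – fluorescence intensity · Controls – substrate-only low control, DMSO enzyme-plus-substrate high control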
STEP block: STEP (human) phosphatase inhibition; P54829; recombinant STEP, OMFP fluorogenic substrate, fluorescence; inhibition, % at 20 µM; hit rate 0.25% among 360,000;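 active means inhibition at 20 µM, scaled per plate between control wells, above about 37%, limit read from the data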;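 further: 0% = DMSO with enzyme and substrate and 100% = substrate only without enzyme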
Target sequence (P54829 whole entry, looked up): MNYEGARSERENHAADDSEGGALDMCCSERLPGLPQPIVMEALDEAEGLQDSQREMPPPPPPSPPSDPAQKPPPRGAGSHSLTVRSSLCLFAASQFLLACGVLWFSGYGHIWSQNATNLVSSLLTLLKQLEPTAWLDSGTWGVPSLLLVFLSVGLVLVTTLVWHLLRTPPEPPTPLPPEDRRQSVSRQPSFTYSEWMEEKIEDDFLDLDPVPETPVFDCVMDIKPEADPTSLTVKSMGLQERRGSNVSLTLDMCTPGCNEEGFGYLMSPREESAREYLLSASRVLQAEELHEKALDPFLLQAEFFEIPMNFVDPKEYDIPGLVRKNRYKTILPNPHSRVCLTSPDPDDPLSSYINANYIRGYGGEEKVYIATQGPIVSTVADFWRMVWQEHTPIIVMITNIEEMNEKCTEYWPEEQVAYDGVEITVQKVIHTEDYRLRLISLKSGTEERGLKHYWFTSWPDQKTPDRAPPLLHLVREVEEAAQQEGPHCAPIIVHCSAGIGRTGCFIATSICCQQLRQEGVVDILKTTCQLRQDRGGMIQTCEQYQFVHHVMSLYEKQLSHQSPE
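System: isolated STEP enzyme; schedule: 20 min enzyme reaction at room temperature, protected from light; medium: Bis-Tris buffer pH 6.0, 2.5 mM DTT, 0.005% Tween 20; signal: fluorescence, 480/540 nm; dosing: single compound dose of 20 µM, 1% DMSO final; also added: OMFP substrate, 25 µM final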
NadD inh: NadD (S. aureus) enzyme inhibition. purified NadD enzyme, colorimetric absorbance read-out. inhibition, % at 20 µM. hit rate 0.78% among 360,000; in the data active means inhibition above about 26%; further: some compounds past the cut are filed as inactive
CSN deneddyl inh: inhibitors of human CSN-mediated cullin deneddylation | Q92905 | Purified CSN, SCF-Nedd8-OG deneddylation, fluorescence polarization | inhibition, % at 12.5 µM | hit rate 0.38% among 360,000;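 active means pattern-corrected inhibition above about 35%, with an unprinted fluorescence ratio check between 0.5 and 1.5, limit read from the data, passing the limit was not always enough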;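 further: 0% = enzyme with substrate and 100% = substrate without enzyme; some results filed as inactive read as strong as hits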
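test system = HEK293T-derived human Csn5 enzyme | amount = 0.24 nM Csn5 enzyme, final concentration | medium = Tris/NaCl/DTT buffer, pH 7.5 | schedule = 90 min reaction at room temperature | signal = FP | evaluation = inhibition of Csn5 cleavage, % | compound dosing = single dose of 12.5 µM compound with 0.25% DMSO | probe or stimulus = 10 nM SCFSkp2-Nedd8OG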
SUMO1 PPI mod: alters human SUMO1 binding to SIM partners; SUMO1 binding to a labelled peptide, TR-FRET, 1 h; inhibition, % at 20 µM; hit rate 0.33% among 360,000; AID 602429; in the data active means inhibition above about 37%
Target sequence (P63165 whole entry, looked up): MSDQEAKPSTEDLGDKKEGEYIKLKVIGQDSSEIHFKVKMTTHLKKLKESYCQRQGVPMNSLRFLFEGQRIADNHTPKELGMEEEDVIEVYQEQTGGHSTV
DNMT1 block: DNMT1 (human) enzyme inhibition. DNMT1 molecular beacon, Hinp1I cleavage, fluorescence. inhibition (reported as % activation of signal), % at 10 µM. hit rate 0.83% among 360,000; in the data active means inhibition above about 50%
Tb MetRS inh: blocks T. brucei methionyl-tRNA synthetase activity | purified T. brucei MetRS, ATP depletion, Kinase-Glo luminescence | inhibition, % at 11.9 µM | hit rate 0.4% among 360,000 | AID 624268;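 active means inhibition above a per-plate cutoff of the control wells' mean inhibition plus 3 SD, cut at about 5.5% in these data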;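 further: 0% = DMSO wells median and 100% = median of wells with control inhibitor compound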
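Assay system: T. brucei methionyl-tRNA synthetase, purified | Medium: HEPES buffer with MgCl2, KCl, DTT, spermine, BSA, pyrophosphatase | Compound: 11.9 µM single point | Incubation: 15 min enzyme-compound preincubation, 2 h reaction, 10 min detection, 25 °C | Measured by: Kinase-Glo luciferase luminescence reporting remaining unconsumed ATP | Measure: % inhibition normalized to control-well medians | Replication: Singlicate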
Rpn11 inh: Rpn11 (human) deubiquitinase inhibition; calls only at 20 µM; hit rate 0.59% among 360,000; human 26S proteasome, Ub4-pepOG fluorescence polarization; 20S core pre-blocked with epoxomicin; O00487;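 active means inhibition at 20 µM, scaled to each plate's controls, above about 33%, limit read from the data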
Starred values were filed as active, the others as inactive; i = inactive; / = not tested or not shown.

SMILES	Scp1 inh	MsrA inh	LMPTP inh	STEP block	NadD inh	CSN deneddyl inh	SUMO1 PPI mod	DNMT1 block	Tb MetRS inh	Rpn11 inh
CC(C)c1ccc(/C=C2\SC(N3CCCC3)=NC2=O)cc1	4	3.2	0.6	5	5	4	-24	8	-0.3	i
CCCc1nc2ccc(NC(=O)c3ccco3)cc2c(=O)n1Cc1ccc(Cl)cc1	3	0.3	3.9	0	2	-1	5	-17	-0.5	i
COc1ccc(NC(=O)C(=O)NCCN2CCN(C(=O)c3cccs3)CC2)cc1	-2	1.8	-0.3	-3	-8	0	2	4	-1.3	i
Cc1ccc(Cn2ccc(NC(=O)c3cc(-c4cccs4)on3)n2)cc1	-3	-0.9	0.9	1	-1	-1	6	4	-0.1	i
O=c1c2cc(N3CCOCC3)ccc2[nH]c(=S)n1CCN1CCCC1	-10	1.4	4.8	0	7	5	3	-4	0.3	i
C#CCn1c(=NC(=O)c2cc(Cl)sc2Cl)sc2cc(S(N)(=O)=O)ccc21	3	2.1	19	0	17	1	-1	-3	-1.2	i
COc1ccc(-c2nc3ccccc3n2OC(C)C(=O)O)cc1 (configuration not stated)	-1	-1.5	-1.0	-1	0	-2	2	-1	0.3	i
CCOc1ccc(C(=O)Nc2c(C(N)=O)oc3ccccc23)cc1	-6	0.2	1.4	-6	-11	-2	-10	-5	-1.2	i
O=C(Nc1ccc(F)c(Cl)c1)C1Cc2c(-c3ccco3)ccnc2O1 (configuration not stated)	/	-0.7	-1.0	-2	0	-8	4	2	1.9	i
Cc1nn(-c2ccccc2[N+](=O)[O-])c(=O)c2ccccc12	6	-0.2	-0.1	-1	1	17	-11	0	-0.7	i
CCCNC(=O)CS(=O)(=O)c1ccccc1	-4	-0.2	-1.3	-2	-2	-2	7	0	-0.1	i
CC1CCCC(C)N1C(=O)CSc1ccc(-c2ccc3c(c2)OCCO3)nn1 (configuration not stated)	-4	0.1	0.2	2	2	1	2	1	-1.0	i
COc1ccc(Cl)cc1NC(=O)CNc1ccc(F)cc1C	-9	-0.8	1.9	0	3	0	-6	33	0.2	i
CC/C(Cc1ccccc1)=N/NC(=O)CCn1nnc2ccccc21	-3	3.0	-1.5	-2	-4	1	2	-1	-0.7	i
Cc1c(C(C)C[C@H](C)O)oc(=O)c2c1Oc1c(C)c(C(C)C[C@H](C)O)oc(=O)c1C2 (some centres not stated)	-3	1.5	-0.3	2	0	-6	-3	2	-0.2	i
COc1ccc(-n2nnnc2SCC(=O)NC2CCS(=O)(=O)C2)cc1 (configuration not stated)	-5	0.4	-1.1	-2	4	2	2	-1	-0.8	i
COc1ccc(NC2CCCN(C(=O)c3cc(CC(C)C)nc(N)n3)C2)cc1 (configuration not stated)	-1	0.4	-1.0	1	5	0	-2	-4	-0.4	i
COc1ccccc1NS(=O)(=O)c1cccc(C(=O)NCC(c2ccco2)N(C)C)c1 (configuration not stated)	-4	-1.6	-9.4	0	0	1	-29	-2	0.0	i
CSCCC(NC(=O)COc1ccccc1)C(=O)N(C)Cc1ccc(F)cc1 (configuration not stated)	-13	-1.1	0.3	0	-6	-4	-1	1	-0.1	i
CC1CCCC(C(=O)OCc2ccccc2)N1 (configuration not stated)	3	-0.5	0.0	0	0	3	-1	2	-0.6	i
O=C1NC(c2ccccc2)=C(c2nc3ccccc3s2)C(c2ccc(F)cc2)N1 (configuration not stated)	3	0.7	3.8	1	11	3	-5	-26	-0.6	i
Clc1cccc(CN2CCN(c3ncccn3)CC2)c1Cl	-18	-0.5	-0.6	2	-6	-2	2	1	1.9	i
O=C(CN1CCN(c2ccccc2)CC1)NCc1ccc(F)cc1	-1	1.0	-1.0	-3	-6	1	-4	-1	-1.0	i
CC(C)(C)NC(=O)C1CCCN(S(=O)(=O)c2ccc(-n3cnnn3)cc2)C1 (configuration not stated)	-4	-0.7	-1.3	1	3	-4	-1	8	0.4	i
CCCCN(CC)S(=O)(=O)c1ccccc1	-7	-0.1	-1.5	3	-7	2	1	5	-0.8	i
CCc1ccc(NC(=O)C2CCCN(S(=O)(=O)c3cnc[nH]3)C2)cc1 (configuration not stated)	-2	/	0.0	-3	4	1	-1	0	0.1	i
O=C(N/N=C/c1ccccn1)c1ccc(Br)o1	0	1.6	-1.6	-4	-2	-1	-6	3	-1.6	i
C=CCn1c2ccccc2c(=O)c2cc(C#Cc3cc(OC)cc(OC)c3)ccc21	52*	3.1	5.7	0	10	4	-90	-2	0.4	i
CCC(C)n1c(SCC(=O)NC2CCCC2)nc2ccccc2c1=O (configuration not stated)	-6	1.5	0.5	-1	-5	0	2	0	-0.4	i
CC(Oc1ccc2c3c(c(=O)oc2c1)CCC3)C(=O)NCC1CCC(C(=O)O)CC1 (configuration not stated)	7	1.5	-0.5	1	5	0	1	-2	0.1	i
Cc1cc2nc(-c3ccccc3)c(Cc3ccsc3)n2c(C)c1Br	/	2.3	1.7	/	5	-2	5	/	-1.4	/
Cc1ccc(S(=O)(=O)N(Cc2ccc(Cl)cc2)c2ccccc2C(=O)O)cc1	0	-0.5	0.0	-1	-8	6	6	2	0.3	i
Cc1ccc(S(=O)(=O)N2[C@H](CC(=O)c3ccc(F)cc3)OC[C@@H]2C)cc1	/	-0.7	0.0	/	/	5	3	/	0.0	/
OC(c1ccc(F)c(F)c1)c1nc(-c2cc(F)cc(F)c2)cs1 (configuration not stated)	/	2.4	2.0	-1	-4	-2	-6	14	0.0	i
CCC(C)(C)NC(=O)c1ccc2c(c1)N(CC(=O)NC1CCCC1)C(=O)C(C)(C)O2	-1	-0.8	-1.9	1	-1	0	-2	2	0.1	i
N#Cc1c(NCCCO)nc(-c2ccccc2)c2c1CCCC2	0	2.8	0.7	-4	1	-2	-5	-2	0.1	i
CC(=NCc1ccccc1)C1=C(O)COC1=O	4	0.7	0.3	1	0	2	2	2	-1.5	i
Cn1c(=O)c2c(SCC(=O)N3CCCc4ccccc43)nc(C3CC3)nc2n(C)c1=O	-15	2.9	3.1	1	4	8	0	1	-0.1	i
CC1CC2(CCCCC2)N2C(=O)C(=O)c3cccc1c32 (configuration not stated)	-4	2.1	1.7	0	7	8	-29	5	-0.7	i
Cc1nnc(NC(=O)CSc2nc3c(c(=O)n2CCc2ccccc2)SC(C)C3)s1 (configuration not stated)	-1	1.7	-1.1	0	2	-4	1	12	-1.0	i

Ordered by formula weight (rising): part of the list above.
SMILES	Scp1 inh	MsrA inh	LMPTP inh	STEP block	NadD inh	CSN deneddyl inh	SUMO1 PPI mod	DNMT1 block	Tb MetRS inh	Rpn11 inh
O=C(CN1CCN(c2ccccc2)CC1)NCc1ccc(F)cc1	-1	1.0	-1.0	-3	-6	1	-4	-1	-1.0	i
CC(Oc1ccc2c3c(c(=O)oc2c1)CCC3)C(=O)NCC1CCC(C(=O)O)CC1 (configuration not stated)	7	1.5	-0.5	1	5	0	1	-2	0.1	i
CCC(C)(C)NC(=O)c1ccc2c(c1)N(CC(=O)NC1CCCC1)C(=O)C(C)(C)O2	-1	-0.8	-1.9	1	-1	0	-2	2	0.1	i

Additional records
SMILES	Scp1 inh	MsrA inh	LMPTP inh	STEP block	NadD inh	CSN deneddyl inh	SUMO1 PPI mod	DNMT1 block	Tb MetRS inh	Rpn11 inh
COc1ccc(-c2cc(C(=O)NCCc3ccccc3)no2)cc1OC	-6	0.8	1.1	-1	-8	1	-6	6	-0.9	i
O=C(CSc1nnc(C2CC2)n1C1CC1)c1cccs1	-1	0.8	0.0	3	3	0	-3	-5	0.2	i
O=C(COC(=O)c1ccccc1O)NCCc1c[nH]c2ccccc12	4	-0.8	1.5	0	-10	-3	2	-6	0.0	i
O=Cc1ccc(OCC(=O)Nc2ccccc2C(F)(F)F)cc1	-5	-0.1	2.8	0	-8	4	2	0	-1.1	i
Cc1cccn2c(=O)c(/C=C(\C#N)S(=O)(=O)c3ccccc3)c(N3CCN(c4ccccc4)CC3)nc12	7	-1.0	2.3	1	43*	0	2	3	-0.5	i
N#Cc1cnn2c(-c3ccc(Cl)cc3Cl)ccnc12	3	2.3	-0.4	-1	1	-1	-2	0	0.2	i
CCN(CC)c1ccc(C(=O)NNC(=O)CCc2nc3ccccc3c(=O)[nH]2)cc1	-5	2.2	0.5	0	-1	0	5	0	0.1	i
CCCC(c1nnnn1C(C)(C)CC)N(CCCO)Cc1cc2cc(C)cc(C)c2[nH]c1=O (configuration not stated)	1	0.3	-1.0	3	2	1	-4	-4	1.1	i
COc1ccc(OC)c(C(C)NC(C)=O)c1 (configuration not stated)	-3	0.3	-0.9	0	-1	5	0	1	-1.0	i
COC(=O)C1CCCCN1C(=O)c1cc(COc2cccc3cnccc23)on1 (configuration not stated)	/	1.4	0.8	-1	-7	1	-7	-2	-0.5	i
COc1ccc(-c2nc3ccccn3c2/N=C/c2ccc(OC)c(OC)c2)cc1O	-5	2.0	0.1	-1	-5	-15	-8	-8	-0.9	i
Cc1ccc(S(=O)(=O)N2CCN(C(=O)CC(C)n3cncn3)CC2)cc1 (configuration not stated)	-2	-1.3	-1.0	-1	0	-4	2	2	0.0	i
COc1ccccc1NS(=O)(=O)c1ccc2oc(=S)[nH]c2c1	-10	-0.7	-0.9	-1	-6	-2	4	0	-0.5	i
CC(C)c1ccc(NC(=O)C2CCCN2S(=O)(=O)c2ccccc2F)cc1 (configuration not stated)	-10	1.1	0.3	-1	-1	-1	2	-1	-0.3	i
COc1ccc(C2N(Cc3ccccc3)CC(=O)N2/N=C(\C)c2ccccc2)cc1 (configuration not stated)	-5	0.2	0.9	-1	-8	-8	2	4	-0.5	i
O=C(Nc1ccc([N+](=O)[O-])cc1)c1ccccc1	-5	3.4	-0.7	4	-5	1	-19	-3	-2.0	i
CN(C)CCCCOc1ccccc1-c1ccccc1	-6	1.7	-3.1	-5	-4	0	3	4	-1.5	i

Retrieved by structure from the entries so far (3):
SMILES	Scp1 inh	MsrA inh	LMPTP inh	STEP block	NadD inh	CSN deneddyl inh	SUMO1 PPI mod	DNMT1 block	Tb MetRS inh	Rpn11 inh
CC(Oc1ccc2c3c(c(=O)oc2c1)CCC3)C(=O)NCC1CCC(C(=O)O)CC1 (configuration not stated)	7	1.5	-0.5	1	5	0	1	-2	0.1	i
Cc1c(C(C)C[C@H](C)O)oc(=O)c2c1Oc1c(C)c(C(C)C[C@H](C)O)oc(=O)c1C2 (some centres not stated)	-3	1.5	-0.3	2	0	-6	-3	2	-0.2	i
CCc1ccc(NC(=O)C2CCCN(S(=O)(=O)c3cnc[nH]3)C2)cc1 (configuration not stated)	-2	/	0.0	-3	4	1	-1	0	0.1	i

Bioassay records deposited in PubChem by several laboratories.
